Compound activity as filed in PubChem BioAssay.
uPA generation = cell surface uPA generation inhibition; hit rate 0.31% among 330,000; cell surface uPA generation assay, qHTS; Potency, µM (highest dose often 38.3 µM), inactives show at the highest dose activity change, negative = inhibition, most hits filed as inhibitors; active means well fitted inhibition curve with a large enough effect; inconclusive means small, poorly fitted or top-dose-only effect; inactive means no such curve, though single readings can be large or run the other way; tested in mouse RAW 264.7 cells; further: on the % scale 0 is the no-effect control and ±100 the full control effect; nearly all actives have a fitted effect of over 55% in size
p53 reactivation = mutant p53 re-activation in reporter cells; H1299 p53-A138V BP100-luciferase reporter, luminescence, 24 h; Potency, µM (top dose mostly 92.2 µM), inactives show at the top dose activity change, positive = activation, usual class: activators; hit rate 0.063% among 320,000; AID 504706; further: % of control where 0% means no effect; nearly all actives have a fitted effect of over 45% in size
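H1299 (p53-null), stable ts p53-A138V + BP100-Luc; 1000 cells/well, Opti-MEM/10% FBS; cpd 4 pt, 1:5; 24 h, 37 deg C, 5% CO2; detection reagent 10 min RT; luminescence.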
MBNL1 CUG block = inhibitors of human MBNL1 binding to CUG repeat RNA; Q9NR56; TR-FRET MBNL1-His/biotin-(CUG)12 binding, 665/545 ratio; Potency, µM (doses to about 57.5 µM), for the others: at the top dose activity change, negative = inhibition, actives largely listed as inhibitors; hit rate 0.036% among 280,000; active means well fitted inhibition curve with a large enough effect in the signal ratio, with a control signal flat, not every such curve was filed as active; inconclusive means small, poorly fitted or top-dose-only effect, or effect the other way, or a change in a side signal; inactive means no such curve, though single readings can be large or run the other way; the % refers to the signal ratio; further: on the % scale 0 is the no-effect control and ±100 the full control effect
Target sequence (Q9NR56 whole entry, looked up): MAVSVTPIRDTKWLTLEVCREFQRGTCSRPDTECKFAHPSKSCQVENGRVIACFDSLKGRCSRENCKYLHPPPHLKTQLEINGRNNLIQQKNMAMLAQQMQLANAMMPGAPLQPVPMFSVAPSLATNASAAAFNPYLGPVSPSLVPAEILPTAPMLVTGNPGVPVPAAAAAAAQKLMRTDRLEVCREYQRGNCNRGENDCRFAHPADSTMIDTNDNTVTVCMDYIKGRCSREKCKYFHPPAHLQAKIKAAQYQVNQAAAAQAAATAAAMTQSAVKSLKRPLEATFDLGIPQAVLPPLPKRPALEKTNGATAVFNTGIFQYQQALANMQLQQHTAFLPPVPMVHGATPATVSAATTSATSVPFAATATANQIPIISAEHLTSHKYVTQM
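Inhibition of protein-RNA binding appears as loss of TR-FRET between terbium anti-His antibody on MBNL1-His and streptavidin-XL665 on biotin-(CUG)12. Activity is normalized to buffer-only and uninhibited-complex controls.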
FLuc modulator = inhibits or activates purified firefly luciferase, miR-21 counter-screen; P08659; purified FLuc, Km substrates, luminescence inhibition; Potency, µM (highest dose often 57.5 µM), without a hit: at the top dose activity change, negative = inhibition, usual class: inhibitors; hit rate 6.9% among 360,000; AID 588342;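 further: plate controls were vehicle for no effect and reference inhibitor for full effect; nearly all actives have a fitted effect of over 55% in size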
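Purified P. pyralis luciferase (10nM final) with 10uM D-luciferin and 10uM ATP (Km levels) in 50mM Tris acetate pH 7.5, 10mM Mg acetate, 0.01% Tween-20, 0.05% BSA; qHTS 6-point titration, ~60 µM downward; luminescence read.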
NPC1 prom act = NPC1 promoter activation; Huh7 NPC1 promoter luciferase reporter, 24 h; Potency, µM (series often up to 9.22 µM), for inactives: at the top dose activation, usual class: activators; hit rate 2.4% among 320,000; AID 485313;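 further: % of control where 0% means no effect; nearly all actives have a fitted effect of over 60% in size; reporter is driven by a mutant NPC1 promoter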
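Quantitative HTS used a cell-based reporter: Huh7 cells stably bearing the NPC1 promoter upstream of luciferase were treated with compounds for 24 h, and promoter activation was read as luminescence.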
ELG1 genotox = genotoxicity induction in ELG1-luciferase HEK293T cells; hit rate 1.3% among 330,000; AID 504466; Potency, µM (highest dose often 46 µM), without a hit: at the top dose activity change, positive = activation, usual class: activators; HEK293T ELG1-luciferase reporter, luminescence, 16 h; further: % of control where 0% means no effect; nearly all actives have a fitted effect of over 60% in size
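Genotoxic stress is detected as increased luminescence from luciferase-tagged ELG1 in HEK293T cells, measured with ONE-Glo after a 16 hr treatment at 37 °C.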
VP16 counter = inhibits Gal4-VP16 luciferase reporter, ROR gamma counter-screen | Potency, µM (highest dose often 53.6 µM), inactives show at the top dose activity, negative = inhibition, hits mostly inhibitors | AID 2546 | hit rate 3.5% among 310,000 | Drosophila S2 Gal4-VP16 UAS-luciferase, luminescence, 20 h;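 further: Gal4-VP16 expression switched on by copper sulfate through the metallothionein promoter; on the % scale 0 is the no-effect control and ±100 the full control effect; nearly all actives have a fitted effect of over 50% in size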
RORgamma inh = inhibitors of mouse ROR gamma transcriptional activity | P51450 | Drosophila S2 Gal4-RORgamma UAS-luciferase reporter, 20 h | Potency, µM (top dose mostly 53.6 µM), for the others: at the top dose activity change, negative = inhibition, hits mostly inhibitors | hit rate 5.4% among 310,000 | AID 2551; further: on the % scale 0 is the no-effect control and ±100 the full control effect; nearly all actives have a fitted effect of over 60% in size
Target sequence (P51450 whole entry, looked up, the tested form may be a part): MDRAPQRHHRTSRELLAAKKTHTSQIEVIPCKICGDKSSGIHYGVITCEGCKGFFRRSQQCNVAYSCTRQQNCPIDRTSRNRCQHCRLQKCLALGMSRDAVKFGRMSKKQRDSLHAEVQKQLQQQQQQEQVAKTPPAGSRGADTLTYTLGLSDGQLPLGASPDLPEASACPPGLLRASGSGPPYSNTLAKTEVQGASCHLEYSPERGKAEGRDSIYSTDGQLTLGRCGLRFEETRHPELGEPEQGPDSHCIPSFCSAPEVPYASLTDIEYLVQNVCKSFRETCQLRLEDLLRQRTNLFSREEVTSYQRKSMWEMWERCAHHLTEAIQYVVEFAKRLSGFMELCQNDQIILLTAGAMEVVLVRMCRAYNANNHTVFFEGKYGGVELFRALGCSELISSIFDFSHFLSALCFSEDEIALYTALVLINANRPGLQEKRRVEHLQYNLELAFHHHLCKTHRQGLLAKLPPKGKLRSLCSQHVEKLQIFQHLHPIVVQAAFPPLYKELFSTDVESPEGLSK
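Drosophila S2 cells stably expressing Gal4-DBD/mouse RORγ fusion under metallothionein promoter plus UAS-luciferase; compound 1 h, then 700 uM CuSO4 induction for 20 h at ambient temperature; inhibition read as reduced luminescence.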
Rab9 promoter act = activators of Rab9 promoter; Huh7 Rab9 promoter-luciferase reporter, luminescence, 24 h; Potency, µM (titrated, usually from 9.22 µM), for the others: at the top dose activation, negative = inhibition, most hits filed as activators; hit rate 2.8% among 320,000; further: % of control where 0% means no effect; nearly all actives have a fitted effect of over 60% in size
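Luciferase signal after 10 min detection reagent at ambient indicates Rab9 promoter upregulation; stably transfected Huh7 cells were treated 24 h with compound in DMSO at 37 °C, 5% CO2.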
BRCA1 expr up = increases BRCA1 expression; MCF7-BRCA1-FFLuc reporter, luminescence, 48 h; response scale: scaled: vehicle 0%, 10 µM genistein 100%; Potency, µM (series often up to 46.1 µM), without a hit: at the highest dose activation, hits mostly activators; hit rate 1.1% among 380,000; AID 624202; further: nearly all actives have a fitted effect of over 80% in size; some results filed as inactive show a strong effect at the top dose
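First, MCF7-BRCA1-FFLuc cells (2000/well) attach for 2 h; next, compounds are pin-added and incubated 48 h at 37 °C; finally, luciferase reagent is added and luminescence read after 15 min.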
An asterisk follows results filed as active; ? = inconclusive; . = no result given; [ ] = remark or other dose. Unless noted, the call rests on the fitted dose curve; in most records, active means well fitted curve in the direction sought with a large enough effect; inconclusive means small, poorly fitted or top-dose-only effect, or another doubt; inactive means no such curve, though single readings can be large; an effect the other way counts as inactive or inconclusive. Potency means the concentration at half of the fitted maximal effect.

SMILES	uPA generation	p53 reactivation	MBNL1 CUG block	FLuc modulator	NPC1 prom act	ELG1 genotox	VP16 counter	RORgamma inh	Rab9 promoter act	BRCA1 expr up
S=C(Nc1ccc(Cl)cc1)Nc1ccc2c(c1)OCCO2	?	?	-4%	11µM*	?	11%	?	?	?	7.1µM*
C#CCOCCOCCOCCNc1nc(N2CCOCC2)nc(N2CCN(C(=O)[C@H](Cc3ccc(O)cc3)n3cc([C@@H](N)C(C)CC)nn3)CC2)n1 (stereo not given in full)	7%	-2%	-22%	-1%	2%	-3%	-5%	-21%	0%	-5%
COc1ccc(NS(=O)(=O)c2cccc(C(=O)NNC(=O)CNC(=O)c3cccc(C)c3)c2)cc1	-2%	10%	4%	4%	-1%	1%	-5%	17%	13%	-22%
O=C(O)CN=C(NS(=O)(=O)c1ccc(Cl)cc1)c1ccccc1	4%	-3%	-1%	0%	-3%	0%	0%	-22%	8%	3%
S=c1[nH]nc(-c2cc(-c3ccccc3)n[nH]2)n1/N=C/c1c(Cl)cccc1Cl	-1%	-1%	.	-16%	-3%	3%	-10%	?	-1%	-25%
O=C1CSC(=Nc2ccc(O)cc2)N1	-8%	1%	5%	6%	0%	-2%	-6%	1%	-1%	3%
O=C(c1ccc(Br)o1)N1CCN(Cc2ccc3c(c2)OCO3)CC1	2%	1%	-3%	3%	-2%	0%	1%	18%	0%	-44%
Cc1ccc(-n2c(SCC(=O)Nc3ccc4c(c3)OCO4)nnc2-c2cccs2)cc1	9%	7%	1%	2%	0%	1%	-22%	?	0%	-17%
CC[C@H](C)C(N)c1cn([C@@H](CC(N)=O)C(=O)N2CCNCC2)nn1 (stereo not given in full)	2%	3%	.	4%	-1%	6%	.	.	-1%	-2%
CCCCc1ccc(NC(=S)N2CCN(C(=O)c3ccco3)CC2)cc1	-25%	-7%	-6%	-12%	-4%	1%	-15%	?	-3%	-21%
C/C(=C1/SC(N2CCCC2)=NC1=O)c1ccc(Br)cc1	-14%	-5%	?	0%	-5%	-1%	-1%	-11%	0%	52%
COC(=O)C(CO)Nc1ncnc2onc(-c3ccc(F)cc3)c12 (stereo not given)	-5%	-2%	3%	0%	-3%	1%	4%	-7%	-2%	-23%
COc1cccc(C(=O)N2CCN(C3CCN(Cc4ccccc4)CC3)CC2)c1OC	-2%	1%	-10%	-1%	-1%	-4%	-5%	-19%	-8%	7%
CC(C)C(=O)c1cn(CC(=O)NCC2CCCO2)c2ccccc12 (stereo not given)	6%	-3%	0%	5%	2%	-3%	11%	29%	-4%	3%
CCOc1cc(C(=O)O)cc(Cl)c1OCC#N	0%	21%	-5%	-1%	0%	-4%	4%	-6%	-10%	-16%
Oc1ccc2ccccc2c1N=Nc1ccccn1	-11%	-3%	?	15µM*	?	1%	?	0.28µM*	-27%	-105%[inhibitor]
Oc1ccccc1C1CC(c2cccs2)=NC(c2cccc(Br)c2)N1 (stereo not given)	-12%	-9%	-13%	?	10%	15%	?	?	-2%	-21%
O=C(COc1ccc(-c2ccccc2)cc1)N/N=C/c1cccnc1	7%	1%	4%	?	-3%	1%	-6%	-17%	-2%	-21%
C=C(C)CC(NCc1ccco1)c1ccc(OC)cc1 (stereo not given)	2%	-2%	-12%	-3%	2%	-3%	-7%	-10%	0%	-10%
CC(C)(CO)NC(=O)CC1C(=O)NCCN1Cc1ccc(-c2ccccc2)cc1 (stereo not given)	-3%	-5%	-13%	-1%	-1%	1%	-8%	8%	1%	-3%
O=C(NCc1cccc(Cl)c1)C1=CC=CN2CCS(=O)(=O)N=C12	?	-10%	.	7%	1%	6%	.	.	0%	4%
COCCC(=O)N1CCc2c([nH]c3ccccc23)C1C(C)(C)C (stereo not given)	-2%	-4%	-3%	1%	0%	0%	4%	0%	0%	-13%
Cc1ccc([C@@H]2[C@@H]3C(=O)N(c4ccccc4)C(=O)[C@@H]3[C@]3(C)C(=O)N(Cc4ccccn4)CC(=O)N23)o1	13%	5%	6%	-1%	-4%	-2%	6%	-19%	6%	8%
COc1cc(NC(=O)COC(=O)c2ccccc2SCC(=O)N2CCCC2)cc(OC)c1	-4%	-7%	.	9%	-3%	-2%	.	.	-2%	-29%
CN(C(=O)c1ccc(NC(=O)Cc2cccc([N+](=O)[O-])c2)cc1)C1CCCC1	-1%	-1%	.	.	.	0%	.	.	.	-20%

Complete entries as entered above. Values in the order: uPA generation | p53 reactivation | MBNL1 CUG block | FLuc modulator | NPC1 prom act | ELG1 genotox | VP16 counter | RORgamma inh | Rab9 promoter act | BRCA1 expr up
`CN(C(=O)c1ccc(NC(=O)Cc2cccc([N+](=O)[O-])c2)cc1)C1CCCC1` reads -1% | -1% | . | . | . | 0% | . | . | . | -20%
`Cc1ccc(-n2c(SCC(=O)Nc3ccc4c(c3)OCO4)nnc2-c2cccs2)cc1` reads 9% | 7% | 1% | 2% | 0% | 1% | -22% | ? | 0% | -17%
`COc1ccc(NS(=O)(=O)c2cccc(C(=O)NNC(=O)CNC(=O)c3cccc(C)c3)c2)cc1` reads -2% | 10% | 4% | 4% | -1% | 1% | -5% | 17% | 13% | -22%

Additional results:
SMILES	uPA generation	p53 reactivation	MBNL1 CUG block	FLuc modulator	NPC1 prom act	ELG1 genotox	VP16 counter	RORgamma inh	Rab9 promoter act	BRCA1 expr up
CC1(C)CC(=O)C(N=Nc2cccc(F)c2C#N)=C(O)C1	-8%	11%	?	-5%	-4%	1%	5%	12%	5%	-8%
O=C(CN1CCN(Cc2ccc3c(c2)OCO3)CC1)N1CCc2[nH]c3ccc(F)cc3c2C1	4%	-8%	-15%	1%	2%	-5%	-1%	?	3%	-52%
COc1ccc(CC(=O)NCCc2ccc(Cl)cc2Cl)cc1	4%	-4%	.	-13%	-5%	-2%	0%	40%	0%	0%
O=C(c1cccs1)N(c1ccc(Cl)cc1)C1C=CS(=O)(=O)C1 (stereo not given)	0%	-1%	-7%	-1%	1%	1%	-22%	7%	-11%	18%
O=C(OCCN1C(=O)c2cccc3c(N4CCOCC4)ccc(c23)C1=O)c1cccc(Cl)c1	-17%	1%	-2%	4%	-21%	-8%	-19%	7%	-10%	-57%
CCN1C(=O)C(F)(CC)C(=O)c2ccccc21 (stereo not given)	6%	-6%	-6%	-2%	-3%	6%	1%	-40%	3%	-1%
OC(CNCC1CCCCC1)COc1ccccc1 (stereo not given)	0%	-2%	4%	2%	-2%	-2%	0%	-22%	-1%	-5%
COC(=O)c1ccc(-c2ccc(CNCC(O)c3ccccc3)o2)cc1 (stereo not given)	8%	-1%	10%	-1%	0%	-4%	5%	39%	-10%	5%
CCC(CC)c1nnc(NC(=O)C23CC4CC(CC(NC(C)=O)(C4)C2)C3)s1	9%	-7%	-3%	3%	-2%	-5%	-9%	21%	3%	-5%
COc1ccc(S(=O)(=O)N2CCOC2CNC(=O)C(=O)NCCc2ccc(S(N)(=O)=O)cc2)cc1 (stereo not given)	6%	5%	-9%	-10%	0%	-2%	-24%	19%	?	0%
COc1ccc(NC(=S)c2ccncc2)cc1	-1%	5%	?	0%	-2%	0%	5%	33%	-11%	-23%
O=C(Cn1cnc2ccccc2c1=O)Nc1ccc(N2CCOCC2)cc1	6%	0%	.	-3%	-3%	0%	8%	3%	4%	12%
Nc1nnc(SCC(=O)c2ccc([N+](=O)[O-])cc2)s1	-1%	2%	?	-5%	-3%	-3%	-20%	-25%	?	-10%
O=S(=O)(Cc1ccccc1)Nc1ccc(S(=O)(=O)NCC2CCCO2)cc1 (stereo not given)	1%	-5%	0%	0%	2%	-1%	-1%	-2%	-1%	3%
CC1=CCC2C(=O)N(c3cccc(C(=O)Nc4ccccc4Cl)c3)C(=O)C2C1 (stereo not given)	15%	-5%	-14%	-2%	0%	-4%	0%	-10%	7%	-1%
Cc1cccc(N2CC(O)(c3cccs3)[N+]3=C2CCCCC3)c1 (stereo not given)	-9%	-2%	-4%	1%	-6%	-11%	2%	-16%	1%	-13%
Cc1ccc(CNC(=O)c2ccc(S(=O)(=O)Nc3c(C)n(C)n(-c4ccccc4)c3=O)cc2)cc1	-3%	5%	-7%	0%	2%	-2%	-1%	13%	-2%	-2%
Cc1cccc(C)c1NC(=O)C1(N(Cc2ccco2)C(=O)c2ccccn2)CCCC1	2%	-5%	-10%	7%	-4%	3%	2%	10%	-5%	-2%
COc1cc2c(cc1OC)C(c1ccc(SC)cc1)CC(=O)N2 (stereo not given)	26%	-2%	-1%	-4%	7%	2%	-11%	41%	3%	-4%
CCOC(=O)N1CCC(N2C(=O)c3ccc(C(=O)Nc4ccc(F)cc4F)cc3C2=O)CC1	-3%	8%	3%	-2%	0%	5%	18%	-18%	-4%	17%
Cn1cc(CN2CCc3c([nH]c4ccccc34)C2C(C)(C)C)cn1 (stereo not given)	-4%	-3%	0%	0%	-4%	-1%	-9%	15%	-1%	-25%
COc1ccccc1NC(=O)COC(=O)Cn1cnc2c1c(=O)n(C)c(=O)n2C	1%	1%	.	.	.	1%	.	.	.	-4%
C/C(=N\OC(=O)c1c(-c2ccccc2Cl)noc1C)c1ccncc1	-7%	-1%	-7%	-13%	-3%	1%	-7%	-24%	-4%	-14%
Cc1cccc(C(C(=O)NCc2ccc(F)cc2)N(C(=O)c2csnn2)C2CC2)c1 (stereo not given)	-3%	-3%	-7%	5%	1%	-7%	-5%	-10%	19%	-12%
